Bioassay records as filed in PubChem.
AT treatment: candidate therapy for ataxia-telangiectasia | […] A-T fibroblasts, KAP-1 phosphorylation AlphaLISA; neocarzinostatin DNA damage 30 min before lysis | Potency, µM (titrated, usually from 57.5 µM), for inactives: at the top dose activation, most hits filed as activators | hit rate 0.19% among 320,000 | AID 485349; further: potency means the concentration at half of the fitted maximal effect; % of control where 0% means no effect; nearly all actives have a fitted effect of over 45% in size
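ATM-like activity read as KAP-1 phosphorylation via AlphaLISA donor/acceptor antibody pairs after lysis and 6 hr at 25C. Cells were ATM-null patient fibroblasts ([…], hTERT), dosed 60 min, then exposed to the DSB inducer NCS for 30 min.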
TRPV1 agonist: human TRPV1 agonism. TRPV1-expressing cells, Fluo-8 calcium influx, agonist mode. Q8NER1. activation, % at 8.33 µM. hit rate 0.19% among 320,000; in the data active means activation above about 80%; inconclusive means between about 30% and that limit; further: 0% is about no effect
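Fluo-8 calcium influx in TRPV1-expressing cells, kinetic read (ex 480/em 520 nm). Compound added and read 3 min for agonist activity, followed by capsaicin at EC20 final and 2 min further read for enhancement.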
MBNL1-CUG inh: MBNL1-poly(CUG) RNA binding inhibition | Q9NR56 | TR-FRET MBNL1-His/biotin-(CUG)12 binding, 665/545 ratio | Potency, µM (doses to about 57.5 µM), for inactives: top-dose activity change, negative = inhibition, actives largely listed as inhibitors | hit rate 0.036% among 280,000 | AID 2675; active means well fitted inhibition curve with a large enough effect in the signal ratio, with a control signal flat, not every such curve was filed as active; inconclusive means small, poorly fitted or top-dose-only effect, or effect the other way, or a change in a side signal; inactive means no such curve, though single readings can be large or run the other way; the % refers to the signal ratio; further: potency means the concentration at half of the fitted maximal effect; on the % scale 0 is the no-effect control and ±100 the full control effect
Target sequence (Q9NR56 whole entry, looked up): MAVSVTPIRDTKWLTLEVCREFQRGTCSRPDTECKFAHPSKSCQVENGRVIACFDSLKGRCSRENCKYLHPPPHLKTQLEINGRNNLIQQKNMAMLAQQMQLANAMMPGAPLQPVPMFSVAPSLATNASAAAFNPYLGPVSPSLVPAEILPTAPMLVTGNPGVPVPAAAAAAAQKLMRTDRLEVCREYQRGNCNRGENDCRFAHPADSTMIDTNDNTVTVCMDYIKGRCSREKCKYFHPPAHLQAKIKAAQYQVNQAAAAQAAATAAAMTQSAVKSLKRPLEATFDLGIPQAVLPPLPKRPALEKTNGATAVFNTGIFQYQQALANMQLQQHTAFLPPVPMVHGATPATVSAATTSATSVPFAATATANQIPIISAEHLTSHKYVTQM
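His-tagged MBNL1 binding to biotinylated (CUG)12 RNA was measured by TR-FRET using terbium anti-His antibody (0.055 ng/ul final) and streptavidin-XL665 (5 nM final). Compounds were titrated 92 nM to 58 uM; 60 min at room temperature.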
GALK inh: galactokinase (human) inhibition. P51570. Purified GALK, Kinase-Glo residual ATP luminescence. Potency, µM (series often up to 57.5 µM), without a hit: top-dose activity change, negative = inhibition, most hits filed as inhibitors. hit rate 0.007% among 270,000. AID 1868; further: potency means the concentration at half of the fitted maximal effect; on the % scale 0 is the no-effect control and ±100 the full control effect
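Human GALK (5 nM) with 35 uM ATP and 100 uM galactose in 20 mM HEPES pH 8.0, 5 mM MgCl2, 60 mM NaCl, 1 mM DTT, 0.01% BSA. After 1 h at room temperature, leftover ATP was read by Kinase-Glo Plus luminescence.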
Integrin act MD: integrin-mediated muscular dystrophy alleviation activation | alpha7betagal myoblasts, beta-gal FDG fluorescence, 48 h | Potency, µM (top dose mostly 38.3 µM), for the others: top-dose activation, hits mostly activators | hit rate 0.064% among 350,000 | AID 624291;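 further: potency means the concentration at half of the fitted maximal effect; 100% = response of the positive control SU9516; nearly all actives have a fitted effect of over 60% in size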
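alpha7betagal+/- myoblasts (passage 13, 250/well) treated 48 h at 37C with compounds at 1:260 dilution of DMSO stock. Lysed, then beta-galactosidase activity read as FDG fluorescence (ex 480/em 540) after 30 min, with pre-read for autofluorescence.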
hERG WT inh: blocks the wildtype human KCNH2 potassium channel | Q12809 | U2OS, BacMam KCNH2, thallium flux FluxOr; hits give low values | activity change, % at 1.84 µM | hit rate 0.37% among 340,000 | AID 720551;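 active means maximum activity change below -70%; inconclusive means maximum activity change between -70% and -50%; inactive means maximum activity change above -50%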; further: on the % scale 0 is the no-effect control and ±100 the full control effect
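U2OS cells were transduced with wild-type KCNH2 virus (2.03 x 10^8 / mL) for 4 h at room temperature, then cultured overnight at 37 C. Thallium flux was read with FluxOr dye. Rate constants were normalized to DMSO controls.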
CXXC DNA block: inhibitors of human MLL CXXC domain-DNA interaction. Q03164. Potency, µM (highest dose often 115 µM), without a hit: top-dose activity change, negative = inhibition, hits mostly inhibitors. hit rate 0.037% among 290,000. MLL-CXXC / FITC-HOXA9 DNA fluorescence polarization; active means well fitted inhibition curve with a large enough effect in the polarisation, with a control signal flat, not every such curve was filed as active; inconclusive means small, poorly fitted or top-dose-only effect, or effect the other way, or a change in a side signal; inactive means no such curve, though single readings can be large or run the other way; the % refers to the polarisation; further: potency means the concentration at half of the fitted maximal effect
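Purified MLL-CXXC (added from a 7 uM solution) was preincubated 5 min at ambient with pinned compounds in 50 mM Tris-HCl pH 7.5, 50 mM NaCl, 1 mM DTT, 0.05% BSA. Fluorescein-labeled HOX-A9 DNA (50 nM solution) followed, 30 min, then polarization read.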
KCNH2 3.1 block: KCNH2 3.1 (human) potassium channel inhibition; activity change, % (tested at about 1.8 µM); hit rate 0.95% among 340,000; U2OS KCNH2 3.1, thallium flux FluxOr; hits give low values;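 active means maximum activity change below -70%; inconclusive means maximum activity change from -70% to -50%; inactive means maximum activity change above -50%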;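 further: thallium influx rate constant from kinetic fluorescence after stimulation buffer; on the % scale 0 is the no-effect control and ±100 the full control effect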
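Measured as rate of thallium-driven FluxOr signal in transduced U2OS cells carrying the 3.1 channel, read kinetically for 2 min upon stimulation; values are rate constants scaled to DMSO control wells.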
FBPA coupling cs: coupling enzyme interference in Giardia aldolase counter-screen; coupling enzyme system counterscreen, AmpLite Red fluorescence; hit rate 0.67% among 290,000; AID 2472; activity change, negative = inhibition, % at 58.2 µM, hits read low; in the data active means activity change below about -30%; further: on the % scale 0 is the no-effect control and ±100 the full control effect
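Activity here indicates interference with the coupling reaction, not aldolase inhibition. Compounds at 57.5 uM final met coupling enzymes for 10 min at RT; substrate and AmpLite Red detection followed, with a 525/598 nm fluorescence read after 20 min.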
ASM inhibitor: human S-ASM enzyme inhibition; hit rate 0.006% among 340,000; Potency, µM (series often up to 57.5 µM), without a hit: top-dose activity change, negative = inhibition, most hits filed as inhibitors; placental ASM, HMU-PC fluorogenic substrate, 60 min; P17405; further: potency means the concentration at half of the fitted maximal effect
Target sequence (P17405 47-631 limits assumed): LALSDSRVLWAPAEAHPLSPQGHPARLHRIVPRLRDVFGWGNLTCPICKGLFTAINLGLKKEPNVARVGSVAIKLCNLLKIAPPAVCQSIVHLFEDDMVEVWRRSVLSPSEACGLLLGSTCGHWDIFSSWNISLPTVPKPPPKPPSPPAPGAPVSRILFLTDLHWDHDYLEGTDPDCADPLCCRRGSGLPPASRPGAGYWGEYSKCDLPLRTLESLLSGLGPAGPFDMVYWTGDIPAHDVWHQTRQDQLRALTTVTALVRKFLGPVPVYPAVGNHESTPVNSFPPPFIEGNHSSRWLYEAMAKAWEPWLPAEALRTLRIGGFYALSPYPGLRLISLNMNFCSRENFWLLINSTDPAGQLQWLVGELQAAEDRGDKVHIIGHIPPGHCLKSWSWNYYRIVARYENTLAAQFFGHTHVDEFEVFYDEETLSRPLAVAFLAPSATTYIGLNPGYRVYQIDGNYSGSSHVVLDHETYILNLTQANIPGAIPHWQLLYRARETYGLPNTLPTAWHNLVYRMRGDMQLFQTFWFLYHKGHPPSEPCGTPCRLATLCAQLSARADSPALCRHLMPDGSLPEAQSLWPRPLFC
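Human placenta-derived ASM preincubated with compound 10 min at room temperature, then reacted with 9 uM (final) fluorogenic HMU-PC substrate for 60 min at 37 C. Stop solution raises pH to 10; fluorescence read at Ex 386/Em 447 nm.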
Active calls of the source: *; ? = inconclusive; . = no result given; & = joins results of further samples; [ ] = remark or other dose. Unless noted, the call rests on the fitted dose curve; in most records, active means well fitted curve in the direction sought with a large enough effect; inconclusive means small, poorly fitted or top-dose-only effect, or another doubt; inactive means no such curve, though single readings can be large; an effect the other way counts as inactive or inconclusive.

SMILES	AT treatment	TRPV1 agonist	MBNL1-CUG inh	GALK inh	Integrin act MD	hERG WT inh	CXXC DNA block	KCNH2 3.1 block	FBPA coupling cs	ASM inhibitor
COc1cccc(N2CC(C(=O)Nc3c(C(N)=O)oc4ccccc34)CC2=O)c1 (stereo not given)	2%	4	.	.	-13%	-10	.	2	.	-4%
CC(NS(=O)(=O)c1ccc(CCC(=O)N2CCN(C)CC2)cc1)c1ccccc1 (stereo not given)	-3%	3	5%	0%	-11%	4	-5%	-14	1	0%
F[B-](F)(F)c1cc2ccccc2s1	.	.	.	.	-31%	0	.	4	.	7%
Cc1ccc(OCC(=O)Nc2ccc(C)c(S(=O)(=O)N3CCCCC3)c2)c([N+](=O)[O-])n1	-1%	6	?	0%	-5%	4	4%	-7	3	0%
OC(C#CCN1CCOCC1)c1cccs1 (stereo not given)	-2%	-2	-8%	0%	-9%	-31	-5%	13	-2	2%
Cc1ccc(SCCNC(=O)c2ccc([N+](=O)[O-])c(C)c2)cc1	-10%	?	?	8%	37%	1	0%	7	-2	-6%
Cc1ccc(OCC(=O)NNC(=O)CCc2ccccc2)c(Br)c1	-8%	1	5%	-2%	7%	-4	-3%	-6	2	3%
Cc1cccc(OCc2nnc(SCC(=O)c3cccs3)n2C)c1C	11%	18	13%	7%	13%	-7	-8%	13	2	0%
CCc1cc(=O)oc2c3c(cc(OCC(=O)NCCCCCC(=O)O)c12)OC(C)(C)CC3	3%	-3	8%	0%	10%	1	6%	8	10	34%
COc1ccc(N2CCN(C(=O)c3ccc(Oc4ccc(C(F)(F)F)cn4)cc3)CC2)cc1	-1%	.	-2%	7%	-30%	7	29%	-16	-1	-4%
C[C@H](CO)N1C[C@H](C)[C@@H](CN(C)C(=O)NC2CCCCC2)Oc2ccc(NS(=O)(=O)c3cccs3)cc2C1=O	2%	.	.	.	-6%	23	.	.	.	4%
Cc1ccc(S(=O)(=O)N2CCN(C(=O)CC(C)n3nc(C)c(Cl)c3C)CC2)cc1 (stereo not given)	-3%	3	-3%	-1%	-8%	-11	7%	-3	0	0%
CCC(C)(C)NC(=O)C(c1ccc(C)cc1)N(CC1CCCO1)C(=O)CNC(=O)c1cccs1 (stereo not given)	-5%	?	-9%	0%	15%	25	-4%	7	2	-2%
COc1ccc(C2=NOC(C(=O)N3CCN(c4ccccc4OC)CC3)C2)cc1 (stereo not given)	0%	24	-4%	2%	1%	-3	-4%	0	2	-3%
O=C(CN1CCN(Cc2ccccc2)CC1)Nc1ccccc1-c1ccccc1	14%[11.5 µM]	0	-2%	-1%	-7%	-74*	-3%	-45	-2	6%
O=C(Nc1ccsc1C(=O)NC1CCCCC1)c1ccccc1	-1%	?	0%	1%	-9%	-11	9%	-12	1	-17%
Cc1cc(C(=O)NCc2ccc(S(N)(=O)=O)cc2)c(C)o1	.	1	-9%	4%	13%	5	0%	15	-1	-4%
Cc1cc(NC(=O)CCC(=O)N(Cc2ccco2)C2(C(=O)NC3CCCCC3)CCCC(C)C2)no1 (stereo not given)	-5%	12	0%	-2%	-25%	2	-8%	2	3	-3%
O=C(CCNC(=O)c1ccc(Br)cc1)Nc1cccc(S(=O)(=O)N2CCCCC2)c1	0%	-3	.	.	18%	-1	.	-19	.	-10%
O=C(CNS(=O)(=O)c1cccc2nsnc12)NCc1ccc(Cl)cc1	5%	5	?	2%	-12%	-19	3%	8	-2	-1%
CCN(Cc1ccccc1)C(=O)CSc1nc(C)cc(C)c1C#N	1%	17	-7%	0%	-4%	-24	15%	-7	3	-6%
CCN(CC)CCC(c1cc(OC)c(OC)c(OC)c1)c1c(OC)cc(OC)c2c(-c3ccccc3)cc(=O)oc12 (stereo not given)	0%	4	26%	4%	-39%	5	4%	-1	0&0	-6%
CCCc1cc(=O)oc2c(C)c(OCC(=O)NC3CC(C)(C)NC(C)(C)C3)ccc12	-4%	1	-1%	4%	-16%	2	3%	7	.	-1%
CCn1c(SCc2nc3ccccc3[nH]2)nnc1-c1cccnc1	1%	9	-12%	1%	-13%[7.66 µM]	-12	-8%	9	-12	15%
CCOC(=O)c1ccc(NC(=O)c2ccc(NS(C)(=O)=O)cc2)cc1	1%	20	3%	0%	-10%	7	-3%	-31	0	-8%
Cc1ccc(C)c(N2CCN(C(=O)CCS(=O)(=O)c3ccc4c(c3)NC(=O)C(C)S4)CC2)c1 (stereo not given)	12%	?	-8%	0%	9%	1	33%[activator]	-34	.	-6%
CCCn1c(N)c(Sc2ccc(Cl)cc2)c(=O)n(CCC)c1=O	-1%	4	0%	-3%	19%	4	-5%	2	1	0%
Cc1cccc(N2C(=O)C3C4CC(=O)C(c5ccccc54)C3C2=O)c1C (stereo not given)	25%	2	-11%	5%	-8%	13	-9%	-8	0	0%
CC(C)(CNC(=O)c1cccs1)N1CCOCC1	6%	0	.	.	4%	-5	.	8	.	0%
CN1CCN(c2ccc(S(=O)(=O)N3CCOCC3)cc2NC(=O)CC(C)(C)C)CC1	7%	2	.	.	-9%	6	.	5	.	0%

(cont.)
SMILES	AT treatment	TRPV1 agonist	MBNL1-CUG inh	GALK inh	Integrin act MD	hERG WT inh	CXXC DNA block	KCNH2 3.1 block	FBPA coupling cs	ASM inhibitor
O=S(=O)(NCc1ccc2c(c1)OCO2)c1cccc(S(=O)(=O)N2CCOCC2)c1	9%	3	3%	0%	22%	-10	1%	-1	-1	1%
O=C(CCNC(=O)c1ccc(Br)o1)NCc1ccccc1Cl	2%	-6	5%	0%	-21%	4	-7%	-8	0	-2%
CCC(=O)Nc1cccc(C2=NOC3(C2)C[C@@H](C(N)=O)N(C(=O)c2ccccc2C(=O)c2ccccc2)C3)c1 (stereo not given in full)	10%	-1	8%	4%	16%	.	10%	.	2	-9%
Cc1ccc(/C=N/NC(=O)C(C)Oc2cccc3ccccc23)o1 (stereo not given)	2%	6	13%	-1%	8%	-15	0%	-16	-11	-17%
Cc1ccc(NC(=S)NC(NC(=O)c2ccco2)C(Cl)(Cl)Cl)cc1 (stereo not given)	-2%	0	3%	0%	5%	-2	6%	7	-5	-6%
Oc1ccccc1Oc1c(F)c(F)nc(N2CCCC2)c1F	5%	2	.	1%	?	-14	1%	2	-15	-8%
Cc1ccc(NCSc2ccc(Cl)cc2)cc1	.	.	.	.	-10%	-3	.	-1	.	0%
c1cc(-c2noc(CC3CCCCC3)n2)ccn1	1%	5	2%	1%	-10%	5	0%	6	1	1%
Clc1ccc(CN2CCN(c3ncccn3)CC2)cc1	4%	8	-4%	3%	-6%	-4	1%	-9	0	0%
COc1ccc(N2CCN(C(c3ccco3)c3sc4nc(C)nn4c3O)CC2)cc1 (stereo not given)	-5%	0	20%	.	3%	-3	8%	3	1	2%
CCOC(=O)N1CCN(C(=O)CSc2nnc(-c3ccc(C)c(C)c3)o2)CC1	-7%	14	-6%	0%	20%	-1	1%	-11	1	-2%
CCn1cc(CNC(=O)C2CCC(=O)N(CCc3cccc(F)c3)C2)cn1 (stereo not given)	4%	0	-2%	-2%	7%	4	-1%	-8	2	1%
COc1ccccc1NC(=O)CN1CCN(CC(=O)Nc2ccc(S(N)(=O)=O)cc2)CC1	-2%	4	0%	1%	-13%	4	4%	12	3	2%
COCc1[nH]nc2c1C1(CCC3(CC1)OCCO3)C(C#N)=C(N)O2	1%	-1	9%	1%	11%	7	-2%	0	1	2%
O=C(O)c1ccc(NC(=O)c2cccc(NC(=O)c3cccs3)c2)cc1	5%	-3	-7%	2%	5%	2	3%	-7	2	.
CN(Cc1ccccc1)c1ccc(C(CC(N)=O)NC(=O)c2ccc(Br)cc2)cc1[N+](=O)[O-] (stereo not given)	6%	1	13%	.	11%	-3	-7%	-16	0	-23%
COc1cc(/C=N/Nc2ncnc3sc4c(c23)CCC4)ccc1O	-3%	16	.	0%	27%	1	15%	8	-1	21%
CCCn1nc(C(=O)NCCN2CCOCC2)c2ccccc2c1=O	6%	-3	-2%	-3%	13%	-16	-2%	11	7	7%

Whole records from above. Screens in order: AT treatment	TRPV1 agonist	MBNL1-CUG inh	GALK inh	Integrin act MD	hERG WT inh	CXXC DNA block	KCNH2 3.1 block	FBPA coupling cs	ASM inhibitor
Record of COCc1[nH]nc2c1C1(CCC3(CC1)OCCO3)C(C#N)=C(N)O2 = 1%	-1	9%	1%	11%	7	-2%	0	1	2%
Record of COc1ccccc1NC(=O)CN1CCN(CC(=O)Nc2ccc(S(N)(=O)=O)cc2)CC1 = -2%	4	0%	1%	-13%	4	4%	12	3	2%

Compounds as they come, and some 2% of all compounds hit somewhere here.
